# tim10-1 inh = growth inhibitors of tim10-1 mutant yeast | S. cerevisiae tim10-1 ts strain growth, BacTiter-Glo, 24 h | 330,000 tested, 2.2% active | inhibition, % at 20 µM;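 active = inhibition of at least 40%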;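 also: mutant grown at 25 °C; 0% = DMSO wells with yeast and 100% = wells holding no yeast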
# Apaf1 inhib = inhibitors of human Apaf-1 apoptosome; 330,000 tested, 0.71% active; AID 489030; reconstituted apoptosome caspase-3 activity, DEVD-Rh110 fluorescence; inhibition, % at 20 µM; O14727; active = inhibition of at least 40% at 20 µM;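 also: plate controls were DMSO wells for no effect and DEVD-CHO caspase inhibitor wells for full effect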
#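 detection = Rh110 fluorescence intensity | test system = biochemical Apaf-1 apoptosome reconstitution | also added = cytochrome c and DEVD-Rh110 substrate | schedule = 30 min plus 50 min, RT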
# ATG4B inhibitor = blocks human ATG4B protease cleavage of LC3 substrate. Q9Y4P1. ATG4B cleavage of LC3-PLA2, NBD-HPC fluorescence, 1 h. inhibition, % at 8.33 µM. 340,000 tested, 0.51% active. AID 504462; in the data active = inhibition above about 40%
# Target sequence (Q9Y4P1 whole entry, looked up): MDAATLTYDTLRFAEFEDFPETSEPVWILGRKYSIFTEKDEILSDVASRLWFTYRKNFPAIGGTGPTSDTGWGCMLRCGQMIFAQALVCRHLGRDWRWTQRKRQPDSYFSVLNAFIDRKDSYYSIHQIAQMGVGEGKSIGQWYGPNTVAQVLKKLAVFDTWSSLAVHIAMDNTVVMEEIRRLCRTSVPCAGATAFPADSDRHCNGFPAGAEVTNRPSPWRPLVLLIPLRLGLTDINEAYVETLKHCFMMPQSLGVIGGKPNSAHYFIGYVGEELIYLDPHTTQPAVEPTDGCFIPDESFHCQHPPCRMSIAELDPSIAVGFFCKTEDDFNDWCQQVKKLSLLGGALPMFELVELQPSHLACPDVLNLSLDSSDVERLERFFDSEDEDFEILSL
# NLRP3 yeast inh = blocks the NALP3 inflammasome reconstituted in yeast. inhibition, % at 10 µM. 330,000 tested, 0.39% active. Yeast reconstituted NLRP3/ASC/caspase-1, beta-gal luminescence, 24 h. AID 2825;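 active = inhibition of 50% or more; inactive = inhibition below 50%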;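 also: plate controls were induced DMSO wells for no effect and uninduced yeast grown without galactose for full effect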
# hIAP activ = increases human intestinal alkaline phosphatase activity; P09923; purified human IAP, CDP-Star luminescence, 30 min; hits give high values; 1 = vehicle-only enzyme, 0 = enzyme-free background; activation factor at 10 µM; 330,000 tested, 0.16% active; AID 2524;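 active = activation factor of the enzyme at least 2-fold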; also: the source names both 10 and 20 µM as test concentration; values of inactives mirror those of a sister screen read the other way
# Target sequence (P09923 whole entry, looked up): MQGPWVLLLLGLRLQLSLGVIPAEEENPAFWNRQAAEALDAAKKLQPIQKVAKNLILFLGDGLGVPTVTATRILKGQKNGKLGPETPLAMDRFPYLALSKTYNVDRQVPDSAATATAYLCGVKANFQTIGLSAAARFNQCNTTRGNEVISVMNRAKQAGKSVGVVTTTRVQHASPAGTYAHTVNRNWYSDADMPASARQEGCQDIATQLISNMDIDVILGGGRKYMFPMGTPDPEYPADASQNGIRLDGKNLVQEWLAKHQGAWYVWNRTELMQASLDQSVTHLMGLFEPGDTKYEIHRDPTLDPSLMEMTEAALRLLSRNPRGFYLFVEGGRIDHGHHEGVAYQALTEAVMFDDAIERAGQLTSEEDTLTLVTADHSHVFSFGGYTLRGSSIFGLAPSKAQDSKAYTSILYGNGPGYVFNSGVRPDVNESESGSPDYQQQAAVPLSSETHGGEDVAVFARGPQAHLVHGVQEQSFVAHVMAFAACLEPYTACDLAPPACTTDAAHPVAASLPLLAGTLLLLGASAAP
# mIAP inh = mouse IAP inhibition | inhibition, % at 10 µM | AID 2806 | purified mouse IAP, CDP-Star luminescence, 30 min | 330,000 tested, 0.2% active;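 active = inhibition of at least 40% at 10 µM in the primary screen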;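 also: plate controls were DMSO with enzyme for no effect and no enzyme wells for full effect; values of inactives mirror those of a sister screen read the other way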
# TIM10 inh = growth inhibitors of TIM10 yeast strain. S. cerevisiae TIM10 strain growth, BacTiter-Glo luminescence, 24 h. inhibition, % at 10 µM. 330,000 tested, 1.4% active. AID 463195;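 active = inhibition of 40% or more at the single tested concentration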;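 also: wild-type TIM10 isogenic control strain grown at permissive 25 °C; 0% = DMSO yeast wells and 100% = minimal medium wells without yeast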
# mIAP act = mouse IAP activation. muIAP, CDP-Star luminescence, 30 min; hits give high values; 1 = vehicle-only enzyme signal, 0 = enzyme-free wells. activation factor at 10 µM. 330,000 tested, 0.24% active;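 active = activation factor of at least 2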; also: the source names both 10 and 20 µM as test concentration; values of inactives mirror those of a sister screen read the other way
#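 System: Mouse IAP enzyme | Also added: CDP-Star substrate | Dosing: Compounds dispensed in DMSO | Schedule: 30 min enzyme-substrate-compound incubation at room temperature | Technique: Chemiluminescence readout | Control set: DMSO-only wells and no-enzyme negative control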
# hIAP block = human IAP inhibition; P09923; purified IAP, CDP-Star luminescence, 30 min; inhibition, % at 10 µM; 330,000 tested, 0.12% active;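 active = inhibition reaching a set limit with compound at 10 µM in the primary screen, cut at about 35% in these data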;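 also: plate controls were DMSO wells with enzyme for no effect and no-enzyme buffer wells for full effect; values of inactives mirror those of a sister screen read the other way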
# * = called active by the depositor; · = not tested or not shown.
SMILES,tim10-1 inh,Apaf1 inhib,ATG4B inhibitor,NLRP3 yeast inh,hIAP activ,mIAP inh,TIM10 inh,mIAP act,hIAP block
CCCOC(=O)c1ccc(Oc2cn[nH]c2-c2ccc(OC)cc2O)cc1,-4,10,19,20,1.8,8,32,0.92,-80
Cc1ccccc1CN1CCN(S(=O)(=O)c2cccs2)CC1,21,9,7,14,0.95,8,21,0.92,5
COC(=O)N/N=C\c1cc2c(cc1Br)OCO2,-1,6,10,39,1.1,0,-8,1,-11
COc1ccc(NC(=O)[C@@H]2CC=C[C@@H]3CCN(C4CCCCC4)C(=O)[C@@H]32)cc1,23,-4,6,9,0.85,3,17,0.97,14
N=c1ccn(Cc2c(Cl)cccc2Cl)cc1,-2,2,3,6,0.76,-4,3,1,24
CC(C(=O)O)c1ccc(N2Cc3ccccc3C2=O)cc1 (centres undefined),-3,-11,-4,21,1,10,8,0.9,-2
COC(=O)c1c(N)c(C#N)c(C)n1-c1ccccc1,18,0,-7,11,0.99,7,0,0.93,1
CN(C)c1ncnc2c1NC1=C(S2)C(=NCCCC(=O)O)CC(C)(C)C1,-1,6,-13,5,0.94,2,10,0.98,6
Nc1nnc(SCc2ccccc2Cl)s1,5,6,-4,14,1.1,2,-2,0.98,-6
COc1ccccc1OCCOCCN1CCCC1,-1,-7,1,19,1.1,-2,-16,1,-10
Nc1ccccc1SCc1ccccc1Cl,-22,8,11,31,0.97,-3,-21,1,3
Cc1cccc(NC2=NCC(=O)N2CCc2ccccc2)c1,26,1,-6,17,0.93,-11,12,1.1,8
COc1ccc(C(O)P(=O)(O)CCc2ccccc2)cc1 (centres undefined),-4,-1,-12,-2,1,4,5,0.96,-3
CCC/C(C)=N\Nc1nc2c(c(=O)n(C)c(=O)n2C)n1C,18,0,-15,14,0.91,11,12,0.89,9
CCN1CCN(CCCNC(=O)CNC(=O)c2nn(-c3ccc(OC)cc3OC)c(=O)c3ccccc23)CC1,-7,4,-10,7,1,4,2,0.96,-2
COc1ccccc1CNc1nc(C)c(C(C)=O)s1,5,6,-6,13,1.1,4,9,0.96,-9
COc1ccc(C)cc1NC(=O)C(OC(=O)C1CC1)c1ccccc1 (centres undefined),24,-6,6,-7,0.91,-13,20,1.1,9
CC1=C(C)CC2C(C1)C(=O)c1ccc(Br)cc1S2(=O)=O (centres undefined),-76,11,22,6,0.98,2,-34,0.98,2
Cc1nnc(SCC(=O)c2ccc(C(C)C)cc2)s1,25,1,6,13,0.94,-2,11,1,6
CCS(=O)(=O)c1ccc2oc(Nc3ccc(C(C)(C)C)cc3)nc2c1,32,17,-10,-52,1,-1,40,1,0
COc1ccc(NC(=O)[C@H](Cc2c[nH]c3ccccc23)NC(=O)[C@@H]2Cc3ccccc3CN2)cc1,4,7,-20,5,0.86,-6,-3,1.1,14
Cc1ccc2c(c1)N(C(=O)CCC(=O)NCCCN1CC(C)CC(C)C1)CCO2 (centres undefined),15,8,11,22,0.98,11,-1,0.89,2
CCC(C)N(C(=O)COC(=O)c1[nH]c(C)c(C(C)=O)c1C)C1CCS(=O)(=O)C1 (centres undefined),6,6,-9,14,0.86,-3,-1,1,14
CC12CCC(=O)N1C(C(=O)OCC(=O)Nc1cccc(S(=O)(=O)N3CCCCCC3)c1)CS2 (centres undefined),9,13,-7,-13,0.95,-12,7,1.1,5
CC(=O)c1cc2c(cc1NC(=O)c1cc(C)nn1-c1ccccc1)OCO2,27,-1,-1,14,0.92,3,20,0.97,8

# Continued:
SMILES,tim10-1 inh,Apaf1 inhib,ATG4B inhibitor,NLRP3 yeast inh,hIAP activ,mIAP inh,TIM10 inh,mIAP act,hIAP block
CC(C)C(NC(=O)c1cccs1)C(=O)NC1CCCCC1 (centres undefined),-2,-2,-6,4,1.1,-4,2,1,-13
O=C(NCCc1c[nH]c2ccccc12)c1ccc([N+](=O)[O-])cc1,7,-3,-8,24,1.1,-3,-11,1,-10
Cc1cc(C)n2cc(CSc3nnnn3-c3ccccc3)nc2n1,7,1,4,4,0.93,0,5,1,7
CCOc1ccc(-c2nc(C)sc2CC(=O)O)cc1,9,1,-1,13,1.3,7,-14,0.93,-25
NC(=O)Cn1nnc(-c2ccc(C(F)(F)F)cc2)n1,16,5,4,22,1.2,0,-23,1,-23
COc1ccccc1N(Cc1ccccc1)S(=O)(=O)c1cccc(C(=O)O)c1,-14,4,-1,8,0.99,-6,6,1.1,1
CCN1CCN(CC(O)COC(c2ccccc2)c2ccccc2)CC1 (centres undefined),-15,0,6,11,1,-9,-16,1.1,0
CC(=O)c1ccc(NC(=O)C(NC(=O)c2ccccc2)=C(C)C)cc1,-3,1,0,12,0.93,4,0,0.96,7
N#C/C(=C/c1ccc(Br)o1)C(N)=O,2,5,-7,4,0.82,5,-16,0.95,18
COc1ccc(S(=O)(=O)N2CCOCC2)cc1C(=O)Nc1cc(C)on1,9,-3,3,12,0.97,3,3,0.97,3
Cc1cc(Cl)c(S(=O)(=O)N2CCSCC2)cc1OCC(N)=O,13,-3,-1,15,1.1,4,-6,0.96,-10
COC(=O)CCc1n[nH]c(=O)[nH]c1=O,-7,-3,-9,12,0.97,6,-3,0.94,3
CC1CCCN(C(=O)CSc2ncccn2)C1 (centres undefined),-4,1,-3,8,1.1,-1,-2,1,-9
Cc1cnc(NC(=O)CSC(=S)N2CCOCC2)s1,-7,-3,-4,27,1,2,2,0.98,-2
COc1ccc(S(=O)(=O)N(CC(=O)NCc2ccco2)c2ccccc2)cc1OC,23,0,0,5,0.97,-4,14,1,3
CCc1cccc(C)c1NC(=S)N1CCCCC1c1cccnc1 (centres undefined),17,4,4,2,1.1,-2,13,1,-6
COc1cc(CN2CCC(C(=O)NC3CCCC3)CC2)ccc1O,-23,-5,-7,15,1.1,4,3,0.96,-9
CCCNC(=O)CSc1nc2ccccc2c(=O)n1CCC,-12,3,-1,9,1.1,-12,-12,1.1,-9
Cn1nc(OCCOc2ccccc2)ccc1=O,2,-6,7,9,1,6,2,0.94,-4
O=C(Nc1ccncc1)c1cccc(S(=O)(=O)N2CCN(c3ccc(F)cc3)CC2)c1,12,21,-14,19,1,6,7,0.94,0
Cc1cccc2cc(/C=N/NC(=O)CN3CCOCC3)c(Cl)nc12,9,3,-5,26,0.87,8,13,0.92,13
Clc1ccccc1-c1nc2ccccc2c2nncn12,20,1,-12,8,0.88,5,9,0.95,12
O=C(c1ccccc1)C1Oc2ccccc2C2CC(c3cccs3)=NN12 (centres undefined),-5,1,3,36,0.98,6,31,0.94,2
COC1(OC)N=C(N)C2(C#N)C(c3ccc(F)cc3)C12C#N (centres undefined),0,5,-12,11,0.88,3,2,0.97,12
CCCCOC(=O)c1ccc(NC(=O)C2CCCO2)cc1 (centres undefined),26,5,-10,17,0.86,1,12,0.99,14

# Some of the entries so far, with values under each structure.
# The line under a structure holds: tim10-1 inh	Apaf1 inhib	ATG4B inhibitor	NLRP3 yeast inh	hIAP activ	mIAP inh	TIM10 inh	mIAP act	hIAP block
NC(=O)Cn1nnc(-c2ccc(C(F)(F)F)cc2)n1
 : 16	5	4	22	1.2	0	-23	1	-23
COc1ccccc1N(Cc1ccccc1)S(=O)(=O)c1cccc(C(=O)O)c1
 : -14	4	-1	8	0.99	-6	6	1.1	1
CCN1CCN(CC(O)COC(c2ccccc2)c2ccccc2)CC1 (centres undefined)
 : -15	0	6	11	1	-9	-16	1.1	0
CC(=O)c1ccc(NC(=O)C(NC(=O)c2ccccc2)=C(C)C)cc1
 : -3	1	0	12	0.93	4	0	0.96	7
N#C/C(=C/c1ccc(Br)o1)C(N)=O
 : 2	5	-7	4	0.82	5	-16	0.95	18

# Further results:
SMILES,tim10-1 inh,Apaf1 inhib,ATG4B inhibitor,NLRP3 yeast inh,hIAP activ,mIAP inh,TIM10 inh,mIAP act,hIAP block
CC1=C(C(=O)Nc2ccccn2)C(c2ccc(N(C)C)cc2)n2ncnc2N1 (centres undefined),-5,-18,-7,2,1.1,-10,7,1.1,-15
N#CCCN(Cc1ccccc1)C(=O)c1cccs1,10,-12,-2,4,0.86,-6,10,1.1,14
COCc1cc(C)nc(SCC[N+](C)(C)CC(=O)Nc2cccc(C)c2)c1C#N,8,0,4,10,1.1,-6,-18,1.1,-6
Cc1cc(C)n(-c2nc3c(c(=O)[nH]c(=O)n3C)n2CC(O)c2ccccc2)n1 (centres undefined),11,-21,5,17,0.86,-9,12,1.1,14
O=c1[nH]c2ccccc2nc1/C=C/c1ccc(O)cc1,20,3,-7,12,0.89,-2,-19,1,11
CC(C)(C)NC(=O)CSC(=Nc1cccc(F)c1)NC#N,20,-5,-12,-14,1,11,1,0.89,-2
Cc1ccc(C)c(S(=O)(=O)N2CCCCC2CCNC(=O)C(=O)NCc2ccccc2)c1 (centres undefined),10,12,-1,11,1,-2,11,1,-5
COc1ccc(OC)c(Cc2nnc(CCC(=O)NC3CCCCC3)o2)c1,5,-7,4,-2,0.94,-4,-7,1,6
O=S(=O)(NNc1ccc(F)cc1F)c1cccc(Cl)c1,-6,3,-4,15,0.84,12,10,0.88,16
Cc1ccc(O)c(NC(=O)c2ccco2)c1,-4,2,-9,11,1.1,18,-7,0.82,-10
COc1cccc(/C=C/C(=O)OCC(=O)c2ccc3c(c2)NC(=O)CO3)c1OC,14,-33,-9,4,0.95,4,30,0.96,5
CCN(CC)c1ccc(NC(=O)CCNC(=O)c2ccco2)cc1,6,0,5,8,1.1,4,8,0.96,-6
c1cncc(CSc2nnc(-c3cccnc3)n2Cc2ccco2)c1,7,-7,·,-22,1.1,3,7,0.97,-6
CSc1ccccc1NC(=O)c1noc2c1CCC2,32,3,10,-1,0.94,10,16,0.9,6

# Some entries already given, reduced to TIM10 inh and hIAP block.
smiles	TIM10 inh	hIAP block
N#C/C(=C/c1ccc(Br)o1)C(N)=O	-16	18
COc1ccc(S(=O)(=O)N2CCOCC2)cc1C(=O)Nc1cc(C)on1	3	3
Cc1cc(Cl)c(S(=O)(=O)N2CCSCC2)cc1OCC(N)=O	-6	-10
